# Assay outcomes from PubChem BioAssay.
# HCV NS3 hel inh = HCV NS3 helicase inhibition. AID 1800. inhibition, % at 10.9 µM. 290,000 compounds, 0.56% hits. NS3 helicase DNA unwinding, Cy5 molecular beacon fluorescence;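 active means inhibition above the mean of all tested compounds plus 3 SD, set per campaign, cut at about 35% in these data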;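 further: 0% = DMSO wells and 100% = thioflavine S control wells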
#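 Assay system: hepatitis C virus NS3 helicase domain fragment enzyme. Also added: annealed dual-labelled DNA beacon duplex, ATP-started. Timing: 1 h reaction at 25 °C, ATP-initiated. Technique: Cy5 fluorescence at 0 and 60 min, beacon hairpin quenching. Evaluation: % inhibition of unwinding. Replication: one well per compound.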
# FID counter = counter-screen for HCV NS3 helicase inhibitors: DNA intercalator displacement. DNA fluorescent intercalator displacement, fluorescence. 290,000 compounds, 0.17% hits. inhibition, % at 7.9 µM; in the data active means inhibition above about 37%;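 further: 0% = vehicle and 100% = reference compound; higher means more ethidium bromide displaced from hairpin DNA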
# MEKK3 PB1 HTS = modulators (inhibitors or enhancers) of MEK5 binding to human MEKK3 PB1 domain. Q99759. bead-based flow cytometry, Alexa488-MEK5 binding to MEKK3; actives lie on both sides; 0 = blocked by unlabeled MEK5, 100 = vehicle. binding response (% of control), % at 10 µM. 290,000 compounds, 1.4% hits;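 active means binding response more than 3 SD above or below the average of its plate-row segment, actives on both sides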;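 further: Alexa488 bead fluorescence after subtracting the streptavidin-only scavenger bead signal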
# Target sequence (Q99759 whole entry, looked up, the tested form may be a part): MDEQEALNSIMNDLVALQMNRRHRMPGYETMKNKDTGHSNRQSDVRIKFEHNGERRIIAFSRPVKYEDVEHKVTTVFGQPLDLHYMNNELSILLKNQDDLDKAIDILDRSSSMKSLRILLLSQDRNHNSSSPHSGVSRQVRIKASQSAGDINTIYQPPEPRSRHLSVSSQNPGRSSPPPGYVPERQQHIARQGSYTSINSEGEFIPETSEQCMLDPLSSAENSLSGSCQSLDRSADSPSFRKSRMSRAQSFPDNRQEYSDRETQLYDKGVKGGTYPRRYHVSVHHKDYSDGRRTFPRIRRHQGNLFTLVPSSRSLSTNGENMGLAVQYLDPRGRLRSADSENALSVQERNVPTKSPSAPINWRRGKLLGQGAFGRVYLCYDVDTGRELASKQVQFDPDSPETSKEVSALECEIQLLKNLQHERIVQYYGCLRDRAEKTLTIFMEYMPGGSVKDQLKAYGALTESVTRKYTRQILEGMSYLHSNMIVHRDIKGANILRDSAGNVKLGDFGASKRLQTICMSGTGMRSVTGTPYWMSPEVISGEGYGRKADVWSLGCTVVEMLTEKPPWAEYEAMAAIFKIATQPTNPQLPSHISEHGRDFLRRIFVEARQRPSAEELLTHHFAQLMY
# CRFR2-BP antag = blocks CRF-induced signaling of the CRF-BP/CRF-R2 complex. HEK293 CRF-R2/CRF-BP, CRF-induced calcium fluorescence. inhibition, % at 11.8 µM. 350,000 compounds, 0.59% hits. AID 588475;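 active means inhibition of the ligand-induced calcium signal above about 50% at the single tested concentration, limit read from the data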
# UBC9 SUMO inh = SUMOylation inhibition; P63279; HTRF SUMOylation assay, SAE1/SAE2 + UBC9, in vitro; 290,000 compounds, 0.36% hits; inhibition, % at 35 µM; AID 2006; in the data active means inhibition above about 50%, passing the limit was not always enough; further: strong numbers were not always called active
# Target sequence (P63279 whole entry, looked up): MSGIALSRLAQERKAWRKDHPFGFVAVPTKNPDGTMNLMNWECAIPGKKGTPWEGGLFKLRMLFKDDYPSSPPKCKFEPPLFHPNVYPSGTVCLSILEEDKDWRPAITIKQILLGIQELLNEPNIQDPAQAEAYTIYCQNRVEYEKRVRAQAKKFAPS
# MEKK2mut PB1 HTS = signal of MEK5 binding to mutant human MEKK2 PB1 domain. bead flow cytometry, Alexa488-MEK5 binding to MEKK2 mutant. percent response, % at 10 µM. 290,000 compounds, 0.35% hits; in the data active means percent response above about 24%, passing the limit was not always enough; further: inactives centre near 1; some results filed as inactive read as strong as hits; reference of the scale not given here
# GalR3 antagonist = antagonists of human GalR3 | inhibition, % at 3 µM | 360,000 compounds, 0.44% hits | HEK293 GalR3-CNG cAMP membrane potential fluorescence; galR3 body fused to GalR1 C-terminus;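 active means inhibition above the screen-wide average plus 3 SD, cut at about 13% in these data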;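 further: forskolin and galanin both at EC90 stimulate the cells; cAMP rise reported by CNG channel membrane potential dye signal; 0% = forskolin plus galanin with DMSO and 100% = forskolin alone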
# CRFR2-BP ag = agonists of human CRF-binding protein/CRF-R2 receptor complex; HEK293 CRF-R2/CRF-BP, calcium dye fluorescence (FLIPR); percent of saturating CRF peptide response; activation, % at 13.2 µM; 350,000 compounds, 0.46% hits;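 active means activation of at least 50%, plus an integration ratio under a set limit after plate pattern correction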;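 further: plate controls were neutral control wells without compound for no effect and CRF at EC100 for full effect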
# MEKK2wt PB1 HTS = raises or lowers MEK5 binding to wildtype human MEKK2 PB1 domain. Q9Y2U5. bead flow cytometry, Alexa488-MEK5 binding to MEKK2 WT; actives lie on both sides. binding response (% of control), % at 10 µM. 290,000 compounds, 1.1% hits; in the data active means binding response below about 67% or above about 130%
# * marks the source's active call; other numbers are inactive results; x = not tested or not shown.
SMILES,HCV NS3 hel inh,FID counter,MEKK3 PB1 HTS,CRFR2-BP antag,UBC9 SUMO inh,MEKK2mut PB1 HTS,GalR3 antagonist,CRFR2-BP ag,MEKK2wt PB1 HTS
O=C(NC1CCCCCC1)c1cccc(N2CCCC2=O)c1,6,-10,94,-9,1,0,0,-0.5,93
CCNS(=O)(=O)c1ccc(CCC(=O)N2CCN(c3cccc(Cl)c3)CC2)cc1,-5,-30,105,-8,14,7,-7,0.3,107
O=C(NCCC1=CCCCC1)C1CCCN(S(=O)(=O)c2ccc(F)cc2)C1 (centres undefined),-2,-7,95,-30,5,-1,-2,-2.1,99
N#C/C(=C(/O)COC(=O)c1cccnc1Cl)c1nc2ccccc2[nH]1,11,0,101,-14,5,-10,-1,1.7,85
O=c1cc(-c2ccccc2Cl)oc2c([N+](=O)[O-])c(O)cc(O)c12,13,-27,96,-2,-15,-3,-7,0.2,91
O=C1CCN(N=Nc2cccc(Cl)c2)N1,-9,-14,102,x,5,1,x,x,101
O=C(CSc1ncn[nH]1)CSc1ncn[nH]1,-5,8,98,-13,-9,-9,-1,0.3,83
Cc1ccccc1CCNC(=O)C1CCCN(c2cnccn2)C1 (centres undefined),-2,-18,102,4,10,1,1,-0.1,103
O=C(Cc1cn2ccsc2n1)NCc1ccccc1,-20,-7,104,-14,-6,-1,-10,-0.7,99
COc1ccc(CCNC(=O)CN2CCCc3ccccc32)cc1OC,-10,-29,98,8,17,0,-5,0.2,98
Cc1cc(C)nc(NCC(O)CNc2ccccc2Cl)n1 (centres undefined),3,-15,107,5,0,4,-4,-1.1,104
Cc1cc(=O)n2nc(N3CCCC(C(=O)NCc4ccc(F)cc4)C3)sc2n1 (centres undefined),-1,-9,96,-7,6,3,-9,-1.0,96
CCN(CC)CCC(c1ccc2c(c1)OCO2)c1c(O)cc(OC)cc1OC (centres undefined),x,x,119,-9,18,12,-7,3.5,150*
O=C(c1ccc(N2CCCC2)c([N+](=O)[O-])c1)N1CCN(CCO)CC1,-11,4,96,4,6,-6,2,0.6,97
CC1(C)CC(NC(=O)C23CCC(C)(C(=O)C2=O)C3(C)C)CC(C)(C)N1 (centres undefined),3,-1,90,9,-7,6,-3,0.3,103
COc1ccc(C)cc1NC(=O)C(OC(=O)c1cccc(S(=O)(=O)N(C)c2ccccc2)c1)c1ccccc1 (centres undefined),0,-2,99,2,0,-2,-4,2.5,96
COC(=O)c1ccc(C)c(NC(=O)CN(c2cc(OC)ccc2OC)S(C)(=O)=O)c1,2,-18,99,13,4,2,-9,1.0,100
Cn1nc(C(=O)Nc2cccc(Cl)c2)cc1C(=O)Nc1cccc(Cl)c1,-6,-9,110,-24,18,8,-6,6.1,109
CCOc1ccc(CCNC(=O)c2nnn(CC(=O)Nc3ccc(OC)cc3)c2N)cc1OCC,-12,-24,103,4,-34,1,-8,-0.4,104
Cc1ccc(NC(=O)CSc2nc3ccccc3c3nc(CCn4cncc4C)nn23)c(C)c1,-13,11,98,0,-5,14,-4,-0.2,116
CSc1sc(C(=O)N(C)C)c2c1S(=O)(=O)N(C)c1ccccc1-2,-13,-9,101,3,6,-1,-5,1.5,101
Cc1cc(NC(=O)c2ccc(NC(=O)C(C)Oc3ccccc3)cc2)no1 (centres undefined),-4,-12,106,-49,-6,5,-3,1.1,104
Cc1ccc(NC(=O)CN2C(=O)S/C(=C\c3cc(Cl)c(OCC(=O)O)c(Cl)c3)C2=O)cc1,26,13,103,2,x,1,-5,2.0,101
Cc1ccc(NC(=O)Cn2c(CCC(=O)O)ccc2-c2cccs2)cc1,9,-33,107,7,10,8,-6,2.2,103
CNC(=O)CSc1nc2cc(S(=O)(=O)Nc3ccc(OC)cc3)ccc2o1,1,-8,99,-2,6,4,1,-0.9,102

# Random excerpt: three entries already listed
SMILES,HCV NS3 hel inh,FID counter,MEKK3 PB1 HTS,CRFR2-BP antag,UBC9 SUMO inh,MEKK2mut PB1 HTS,GalR3 antagonist,CRFR2-BP ag,MEKK2wt PB1 HTS
Cc1cc(NC(=O)c2ccc(NC(=O)C(C)Oc3ccccc3)cc2)no1 (centres undefined),-4,-12,106,-49,-6,5,-3,1.1,104
O=C1CCN(N=Nc2cccc(Cl)c2)N1,-9,-14,102,x,5,1,x,x,101
Cc1cc(=O)n2nc(N3CCCC(C(=O)NCc4ccc(F)cc4)C3)sc2n1 (centres undefined),-1,-9,96,-7,6,3,-9,-1.0,96

# Entries from the list above that have a COOH group (two):
SMILES,HCV NS3 hel inh,FID counter,MEKK3 PB1 HTS,CRFR2-BP antag,UBC9 SUMO inh,MEKK2mut PB1 HTS,GalR3 antagonist,CRFR2-BP ag,MEKK2wt PB1 HTS
Cc1ccc(NC(=O)CN2C(=O)S/C(=C\c3cc(Cl)c(OCC(=O)O)c(Cl)c3)C2=O)cc1,26,13,103,2,x,1,-5,2.0,101
Cc1ccc(NC(=O)Cn2c(CCC(=O)O)ccc2-c2cccs2)cc1,9,-33,107,7,10,8,-6,2.2,103

# Continuation.
SMILES,HCV NS3 hel inh,FID counter,MEKK3 PB1 HTS,CRFR2-BP antag,UBC9 SUMO inh,MEKK2mut PB1 HTS,GalR3 antagonist,CRFR2-BP ag,MEKK2wt PB1 HTS
Cc1ccc2nc(-c3ccc4c(c3)OCCO4)cn2c1,1,-4,102,-19,8,-4,-5,17,97
CC1CN(C(=S)Nc2ccc(Br)cc2)CC(C)O1 (centres undefined),-4,-6,102,5,13,0,-5,-0.9,106
Cc1c(C(=O)NC2CC2)oc2ccc(S(=O)(=O)N3CCCCCC3)cc12,x,x,51,-10,-12,-6,0,-0.9,63
COc1ccc(CCNC2CCc3ccccc3C2)cc1 (centres undefined),-5,-7,101,0,-9,4,-11,0.2,105
O=C(c1ccccc1F)N1CCN(C(=O)C2CC2)CC1,-2,0,107,8,14,7,-1,-1.1,112
CN1CCSc2ccc(C(=O)NCc3cccc(F)c3)cc21,-8,-17,99,-27,37,-1,x,-0.2,98
O=C(Nc1cc(F)ccc1F)N1CCN(c2ccnc3cc(Cl)ccc23)CC1,-15,-7,121,-8,3,20,1,-1.1,114
CC(C)CNC(=S)NC1CC2CCCC(C1)N2Cc1ccco1 (centres undefined),-12,6,106,3,-6,4,2,-0.4,108
O=[n+]1cc(-c2ccccc2)n([O-])c2c1CCC2,0,0,92,30,0,-4,-1,-2.1,99
CCOC(=O)N1CCN(CC(=O)N2c3ccccc3CC2C)CC1 (centres undefined),9,-13,102,0,17,2,-1,0.5,107
CCOC(=O)Cn1c(=O)cnc2ccccc21,-5,-3,103,-3,-1,5,-3,-0.8,104
C/C(=N\NC(=S)Nc1ccccc1C)c1cc2ccccc2o1,4,-20,107,5,-34,4,-4,0.7,92
c1ccc(Cn2nnnc2CN2CCN(Cc3ccc4c(c3)OCO4)CC2)cc1,-6,1,111,22,13,18,-5,0.6,114
C/C(O)=C(/N=O)C(=O)Nc1ccccc1,-8,-3,95,14,-14,-3,-3,-1.3,98
COc1ccc(Cl)cc1NC(=O)C/C(C)=N/NC(=O)c1ccccc1[N+](=O)[O-],17,-15,102,-6,6,12,-8,-1.6,108
O=C(Nc1nc2ccccc2[nH]1)c1cccc([N+](=O)[O-])c1,3,2,102,-13,7,6,-6,-1.6,101
CN(C)CCCN(C(=O)COc1ccccc1)c1nc2cc3c(cc2s1)OCCO3,-20,22,102,-1,-2,5,-10,-0.8,122
Cc1c(CN2CCC(CO)(CC3CCCCO3)CC2)cnn1C (centres undefined),2,-1,104,11,4,2,-3,0.3,105
Cc1cc(C)cc(NS(=O)(=O)c2ccc(-c3cnc(C4CC4)o3)cc2)c1,-12,-29,104,-6,-5,4,4,2.4,104
COc1ccc(NC(=O)c2ccccc2OCc2c(C)noc2C)cc1OC,1,-29,101,1,5,4,1,-1.0,106
CC1CCN(C(=O)Cn2nnc(-c3ccc(C(C)C)cc3)n2)CC1,-14,-39,108,1,3,6,-3,9.8,112
CCOC(=O)N1CCN(S(=O)(=O)c2ccc(C(=O)NNc3nc4c(C)cccc4s3)cc2)CC1,-2,-20,107,-23,7,-3,x,-0.9,96
COc1ccc(C2C(C#N)=C(/N=C/N3CCOCC3)OC3=C2C(=O)CC(C)(C)C3)cc1OC (centres undefined),1,-25,93,11,4,-1,-2,0.1,96
O=C(N/N=C/c1c[nH]c2ccccc12)c1ccn(Cc2ccc(Cl)cc2Cl)n1,-10,-11,x,9,3,x,-6,1.2,x
N#Cc1ccccc1NC(=O)COC(=O)/C=C/c1cn(-c2ccccc2)nc1-c1ccc(Cl)cc1,12,-3,105,-9,12,3,-2,8.3,99

# (listing goes on)
SMILES,HCV NS3 hel inh,FID counter,MEKK3 PB1 HTS,CRFR2-BP antag,UBC9 SUMO inh,MEKK2mut PB1 HTS,GalR3 antagonist,CRFR2-BP ag,MEKK2wt PB1 HTS
CN(C(=O)CSc1nnc(-c2ccc(F)cc2)c2ccccc12)C1CCS(=O)(=O)C1 (centres undefined),-10,-28,108,-4,11,-3,-7,2.0,101
O=S(=O)(c1ccc(Br)cc1Cl)N1CCN(CCO)CC1,-4,0,106,1,-4,0,1,-0.1,102
CC(C)NS(=O)(=O)c1ccc(OCC(=O)N2CCCC2)cc1,-4,1,117,-4,22,-2,-2,1.5,106
O=C(NCCCCc1ccccc1)c1cccc([N+](=O)[O-])c1,-1,-3,103,40,3,3,-1,-0.7,101
Oc1ccccc1C1=Nc2ncnn2C(c2ccccc2)C1 (centres undefined),9,-10,98,-9,-3,-4,-6,-3.3,96
CC(C)OCCCNC(=O)CCSc1ccc(Cl)cc1,-6,-17,100,-8,-8,5,-4,0.6,104
COc1ccccc1NC(=O)NC1(C)CCS(=O)(=O)C1 (centres undefined),7,-4,98,10,10,0,-7,-0.6,96
CCC(C)Sc1cc(C)c(C#N)c2nc3ccccc3n12 (centres undefined),-1,-10,89,-7,13,-4,-2,2.2,87
CC(=O)c1c(C)[nH]c(C(=O)Nc2ccc(Cl)cc2F)c1C,-2,-16,105,-8,12,10,-7,-0.8,107

# Some entries already given, reduced to HCV NS3 hel inh.
molecule | HCV NS3 hel inh
COc1ccccc1NC(=O)NC1(C)CCS(=O)(=O)C1 (centres undefined) | 7
CC(C)NS(=O)(=O)c1ccc(OCC(=O)N2CCCC2)cc1 | -4
CCC(C)Sc1cc(C)c(C#N)c2nc3ccccc3n12 (centres undefined) | -1
O=C(NCCCCc1ccccc1)c1cccc([N+](=O)[O-])c1 | -1
CC(=O)c1c(C)[nH]c(C(=O)Nc2ccc(Cl)cc2F)c1C | -2

# These rows are one share of the data (hit frequency here may not be typical).
